Bioassay records: PubChem BioAssay, several laboratories
CR mimetic SO: yeast age-related superoxide inhibition as caloric restriction mimetic | actives 0.18% (n = 330,000) | AID 2690 | superoxide response (% of plate mean), % at 10 µM | S. cerevisiae aged cells, superoxide DHE fluorescence; stronger effect = lower value;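 active = superoxide response under a set limit, about three screen SD below normal, cut at about 65% in these data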;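 note: yeast aged for seven days with compound at 30 °C before DHE staining; 100% = average MFI of all compound-treated wells on the plate with controls excluded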
AGP1 TOR yeast: yeast TOR pathway AGP1-GFP modulation; S. cerevisiae AGP1-GFP multiplex flow cytometry, 3 h; GFP as percent of DMSO wells; GFP response vs DMSO, % at 10 µM; actives 0.02% (n = 320,000);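 active = GFP response relative to DMSO above a set limit, near screen average plus 3 SD, cut at about 150% in these data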;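 note: median GFP channel fluorescence of the gated AGP1 strain per well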
Efflux pump inh: blocks antifungal efflux pumps in multiplex yeast assay; S. cerevisiae Candida pump triplex, Nile Red efflux; inhibition, % at 10 µM; actives 0.44% (n = 330,000);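 active = plate passing quality check with inhibition over a set limit, or well fluorescence over plate mean plus 4 SD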;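 note: Nile Red retained in pooled yeast measured as flow cytometry median fluorescence; 0% = buffer negative control and 100% = Enniatin B positive control; higher means more Nile Red kept so more efflux inhibition; some compounds called inactive have numbers as strong as hits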
LAP4 TOR yeast: alters LAP4-GFP fluorescence in TOR pathway yeast screen. S. cerevisiae LAP4-GFP multiplex, flow cytometry GFP, 3 h; median GFP as percent of DMSO wells. GFP response vs DMSO, % at 10 µM. actives 0.34% (n = 320,000);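 active = GFP response vs DMSO above a set limit, about the screen mean plus 3 SD, cut at about 150% in these data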
AHR activator: activates the human aryl hydrocarbon receptor; AHR-responsive luciferase reporter cells, luminescence; activation, % at 5 µM; actives 2.5% (n = 320,000); AID 2796; in the data active = activation above about 47%;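 note: 0% = vehicle wells and 100% = reference agonist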
Target sequence (P35869 whole entry, looked up): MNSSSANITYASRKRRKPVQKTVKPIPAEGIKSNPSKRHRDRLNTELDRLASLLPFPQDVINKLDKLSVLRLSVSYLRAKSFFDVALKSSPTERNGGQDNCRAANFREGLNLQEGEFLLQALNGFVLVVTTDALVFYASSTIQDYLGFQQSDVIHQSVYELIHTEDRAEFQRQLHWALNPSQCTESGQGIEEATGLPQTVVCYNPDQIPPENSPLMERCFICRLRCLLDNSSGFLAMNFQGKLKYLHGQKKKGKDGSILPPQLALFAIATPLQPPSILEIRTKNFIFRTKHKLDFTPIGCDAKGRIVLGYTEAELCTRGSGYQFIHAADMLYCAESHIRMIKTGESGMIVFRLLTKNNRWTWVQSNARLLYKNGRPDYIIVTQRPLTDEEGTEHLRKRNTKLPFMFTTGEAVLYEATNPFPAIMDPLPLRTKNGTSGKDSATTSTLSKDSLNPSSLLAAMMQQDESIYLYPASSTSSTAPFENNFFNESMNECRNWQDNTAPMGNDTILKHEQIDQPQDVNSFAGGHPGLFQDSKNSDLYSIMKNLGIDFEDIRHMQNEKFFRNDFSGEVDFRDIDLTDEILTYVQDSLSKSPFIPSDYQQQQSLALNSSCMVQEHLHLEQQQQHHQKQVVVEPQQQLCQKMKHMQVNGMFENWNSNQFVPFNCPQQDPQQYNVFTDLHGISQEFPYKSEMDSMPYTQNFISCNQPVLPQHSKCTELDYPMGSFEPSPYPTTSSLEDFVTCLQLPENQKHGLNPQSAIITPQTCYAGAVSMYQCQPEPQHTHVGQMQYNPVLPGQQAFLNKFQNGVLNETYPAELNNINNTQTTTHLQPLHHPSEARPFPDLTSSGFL
RPL19A TOR yeast: yeast TOR pathway RPL19A-GFP modulation. S. cerevisiae RPL19A-GFP strain, flow cytometry, 3 h; stronger effect = lower value. percent response vs DMSO, % at 10 µM. actives 0.3% (n = 330,000);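 active = percent response vs DMSO below 50%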;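 note: median channel GFP fluorescence of the barcoded RPL19A-GFP strain; ratio of sample median GFP to plate DMSO average so 100% = DMSO; lower means less RPL19A-GFP as with rapamycin TOR inhibition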
CIT2 TOR yeast: alters CIT2-GFP fluorescence in TOR pathway yeast screen. S. cerevisiae CIT2-GFP strain, flow cytometry, 3 h; 100 means same as DMSO wells. GFP response vs DMSO, % at 10 µM. actives 0.065% (n = 320,000). AID 2029;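 active = GFP response relative to DMSO above a set limit, near the screen mean plus 3 SD, cut at about 150% in these data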;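 note: ratio of well median GFP fluorescence to mean of DMSO wells on the plate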
MEP2-GFP yeast: modulators of TOR pathway MEP2-GFP in S. cerevisiae; GFP response vs DMSO, % at 10 µM; S. cerevisiae MEP2-GFP strain, flow cytometry GFP, 3 h; 100% = DMSO control level; actives 0.51% (n = 330,000);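 active = GFP response versus DMSO above a set limit, roughly screen mean plus 3 SD, cut at about 180% in these data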;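 note: median GFP fluorescence of the barcode-gated MEP2-GFP cells per well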
An asterisk follows results filed as active; . = not tested or not shown.

1	Cc1cc(O)c(C2(O)C(=O)Nc3ccccc32)cc1C (stereo not drawn)
2	COCc1cc(C)nc(Nc2ccc(C)cc2C)c1C#N
3	O=C(C1CCN(Cc2ccc(OCc3ccccc3)cc2)CC1)N1CCCC1
4	Cc1ccc(C(=O)COC(=O)c2cnccn2)cc1[N+](=O)[O-]
5	CC12C(=O)N(c3nccs3)C(=O)C1C1C=CC2C1 (stereo not drawn)
6	COC(=O)c1sc(N2CCN(c3ccc(Cl)cc3)CC2)nc1N
7	Cn1nccc1C(=O)Nc1ccn(C23CC4CC(CC(C4)C2)C3)n1
8	O=[N+]([O-])c1cccc(/C=N/N2CCN(c3ccccn3)CC2)c1

Screen / compound no.,1,2,3,4,5,6,7,8
MEP2-GFP yeast,105,97,98,101,92,94,100,97
AGP1 TOR yeast,103,96,102,99,95,.,97,90
Efflux pump inh,0.5,-0.1,0.1,0.0,-0.2,0.0,0.0,0.3
LAP4 TOR yeast,96,104,99,89,94,104,106,92
RPL19A TOR yeast,105,96,98,97,96,92,102,91
CIT2 TOR yeast,107,95,96,98,99,96,96,86
CR mimetic SO,93,97,94,101,94,110,102,100
AHR activator,1,22,-2,-3,8,-4,2,-2

9	CCOc1cc(/C=C2\CN(CC)C/C(=C\c3ccc(O)c(OCC)c3)C2=O)ccc1O
10	CCOC(=O)C1=C(CN2CCN(C(=O)c3ccco3)CC2)NC(=O)NC1c1ccc(OC)cc1 (stereo not drawn)
11	COC(=O)CCc1c(C)c(C(=O)c2ccc(F)cc2)c2ccccn12
12	CC(=O)Oc1ccc(C(=O)c2ccccc2)c(OC(C)=O)c1
13	O=C(Nc1ccc(Cl)c(Cl)c1)C1CC(=O)N(c2ccc(Br)cc2)C1 (stereo not drawn)
14	CCCCN(C(=O)c1ccccc1F)c1c(N)n(CCC)c(=O)[nH]c1=O
15	Cc1ccc(-c2noc(C3CCCN(C(=O)c4ccc(C(C)(C)C)cc4)C3)n2)o1 (stereo not drawn)
16	Cc1ccc(S(=O)(=O)N2[C@@H](c3ccc(Cl)cc3)C(C(=O)O)=CC[C@H]2c2cccc(C)c2)cc1

Screen / compound no.,9,10,11,12,13,14,15,16
MEP2-GFP yeast,116,87,103,97,102,108,107,83
AGP1 TOR yeast,98,92,97,94,100,101,101,80
Efflux pump inh,0.1,-0.2,-0.4,0.2,0.1,-0.1,0.0,0.0
LAP4 TOR yeast,95,86,114,84,101,91,102,103
RPL19A TOR yeast,104,95,93,102,100,105,102,95
CIT2 TOR yeast,104,93,95,91,93,103,103,90
CR mimetic SO,111,94,99,102,105,113,97,96
AHR activator,1,-2,4,5,-2,-2,2,3

17	Nn1cc(-c2ccccc2)nc1SCC(=O)Nc1cccc(S(N)(=O)=O)c1
18	CCOC(=O)Cn1c(=O)c2c(nc3n2CCCN3CCc2ccccc2)n(C)c1=O
19	COc1ccc(-c2c(-c3ccc(OC)nc3)c3ccccc3n2C)cc1
20	C=C(C)CN=C1NN=C(c2cc(C)n(-c3ccc(C)cc3)c2C)CS1
21	COc1ccc(/C=C2/C(=O)N=C(N)N2C)cc1OC
22	C/C=C/Cn1c(SCc2ccc(C)cc2)nc2c1c(=O)[nH]c(=O)n2C
23	CC(C)c1ccc(NC(=O)COC(=O)CCC(=O)c2cccs2)cc1
24	Cc1ccc(C)c(OCC(=O)N/N=C/c2c(C)nn(-c3ccccc3)c2Cl)c1C

Screen / compound no.,17,18,19,20,21,22,23,24
MEP2-GFP yeast,111,109,100,94,102,99,106,103
AGP1 TOR yeast,114,107,108,90,97,89,100,106
Efflux pump inh,-0.1,-0.3,0.0,0.6,0.0,0.0,-0.1,-0.1
LAP4 TOR yeast,113,107,112,88,97,95,99,94
RPL19A TOR yeast,105,102,105,99,97,97,96,101
CIT2 TOR yeast,113,106,106,93,103,95,90,103
CR mimetic SO,83,91,77,107,99,97,106,96
AHR activator,3,0,63*,12,6,3,2,-3

25	O=C(NC(Cc1ccccc1)C(=O)O)/C(=C\c1ccco1)NC(=O)c1ccco1 (stereo not drawn)
26	CC(C)C[C@H](NC(=O)c1[nH]cnc1C(=O)N[C@@H](C)C(=O)OC(C)(C)C)C(=O)OC(C)(C)C
27	C/C(CC(=O)Nc1ccccn1)=N\NC(=O)c1cnccn1
28	COc1ccc(NC(=O)CSc2nc(C)cc(C(F)(F)F)n2)cc1
29	COc1cccc(C2CC(c3cccc(Br)c3)n3ncnc3N2)c1 (stereo not drawn)
30	COc1ccc2c(=O)cc(C(F)(F)C(F)(F)F)oc2c1
31	COc1ccc(-c2nnc3sc(C4CCCCC4)nn23)cc1OC
32	O=c1[nH]c2cc3c(cc2cc1CN(Cc1cccnc1)C(=S)NCc1ccco1)OCCO3

Screen / compound no.,25,26,27,28,29,30,31,32
MEP2-GFP yeast,94,105,96,106,103,99,108,100
AGP1 TOR yeast,95,98,106,102,102,95,100,104
Efflux pump inh,0.5,0.0,-0.1,0.7,0.1,0.0,0.0,-0.1
LAP4 TOR yeast,104,141,105,101,103,91,99,100
RPL19A TOR yeast,99,105,101,99,95,98,107,102
CIT2 TOR yeast,100,122,96,101,100,96,.,107
CR mimetic SO,114,92,89,110,91,96,103,99
AHR activator,0,-1,15,4,1,-1,3,28

33	CCOC(=O)c1cc(-c2cc3ccccc3o2)n[nH]1
34	CCCCCCCCCCCCOC(=O)C[N+](C)(C)C
35	CC1CCN(CCCNC(=O)c2n[nH]c(=O)c3ccccc23)CC1
36	Cc1c(C=O)c2ccccc2n1CC(=O)N1CCc2ccccc2C1
37	CCN(CC)S(=O)(=O)c1cccc(C(=O)NC2=NCCS2)c1
38	COC(=O)c1ccc(CSc2nnnn2C)o1
39	Cc1c(S(=O)(=O)N2CCC(C)CC2)c(=O)n(C)c(=O)n1C
40	Cc1ccccc1OCCC(=O)N1CCN(S(=O)(=O)c2ccc(F)cc2)CC1

Screen / compound no.,33,34,35,36,37,38,39,40
MEP2-GFP yeast,106,99,96,106,98,99,104,82
AGP1 TOR yeast,99,96,92,99,103,99,94,99
Efflux pump inh,0.0,-0.1,-0.1,0.1,0.0,-0.3,0.1,-0.2
LAP4 TOR yeast,101,127,.,100,90,107,104,87
RPL19A TOR yeast,99,96,95,97,101,96,96,94
CIT2 TOR yeast,.,86,87,94,102,100,88,102
CR mimetic SO,86,99,108,99,100,97,107,100
AHR activator,11,-1,1,10,0,-3,1,5

41	CCc1nc(N[C@@H](CC(C)C)C(=O)O)c2oc3ccccc3c2n1
42	COc1ccc(-c2noc(C(C)NS(=O)(=O)c3ccc(NC(C)=O)cc3)n2)cc1 (stereo not drawn)
43	CC(=O)NC1C(OC(=O)/C=C/c2ccccc2)OC(COC(C)=O)C(OC(C)=O)C1OC(C)=O (stereo not drawn)
44	O=C(Nc1ccon1)c1csc2ccccc12
45	COc1ccc2c(c1)C(=O)N(c1ccc(C)cc1C)C(=O)C2(C)C
46	COc1ccc(CCNC(=O)COC(=O)Cc2cc(OC)c(OC)c(OC)c2)cc1
47	CCCc1ncc(CN2CCCCC2C(=O)Nc2ccc(Oc3ccccc3)nc2)cn1 (stereo not drawn)
48	O=C(N/C(=C/c1ccc(Br)cc1)C(=O)N1CCCCC1)c1ccccc1F
49	COc1cc(C(=O)OCC(C)=O)c([N+](=O)[O-])cc1OC
50	Cc1nc(-c2ccccn2)sc1C(=O)Nc1ccc(Cl)c(Cl)c1
51	Cc1cc(C)nc(NS(=O)(=O)c2ccc(NC(=S)NC(=O)C(C)(C)C)cc2)n1

Screen / compound no.,41,42,43,44,45,46,47,48,49,50,51
MEP2-GFP yeast,103,107,111,104,101,92,123,95,101,97,102
AGP1 TOR yeast,98,100,109,98,102,95,94,95,88,100,100
Efflux pump inh,0.4,0.0,-0.4,0.0,0.1,-0.1,-0.4,-0.1,0.0,0.2,0.3
LAP4 TOR yeast,95,97,105,109,106,96,112,92,92,98,102
RPL19A TOR yeast,108,106,101,99,105,92,94,100,101,98,101
CIT2 TOR yeast,95,99,110,98,95,93,94,93,98,98,99
CR mimetic SO,97,101,103,97,101,99,103,109,98,118,112
AHR activator,4,3,0,2,7,0,-1,4,0,109*,-1

In a second layout: 16 of the compounds above
| # | SMILES | MEP2-GFP yeast | AGP1 TOR yeast | Efflux pump inh | LAP4 TOR yeast | RPL19A TOR yeast | CIT2 TOR yeast | CR mimetic SO | AHR activator |
| --- | --- | --- | --- | --- | --- | --- | --- | --- | --- |
| 1 | Cc1cc(O)c(C2(O)C(=O)Nc3ccccc32)cc1C (stereo not drawn) | 105 | 103 | 0.5 | 96 | 105 | 107 | 93 | 1 |
| 2 | COCc1cc(C)nc(Nc2ccc(C)cc2C)c1C#N | 97 | 96 | -0.1 | 104 | 96 | 95 | 97 | 22 |
| 3 | O=C(C1CCN(Cc2ccc(OCc3ccccc3)cc2)CC1)N1CCCC1 | 98 | 102 | 0.1 | 99 | 98 | 96 | 94 | -2 |
| 4 | Cc1ccc(C(=O)COC(=O)c2cnccn2)cc1[N+](=O)[O-] | 101 | 99 | 0.0 | 89 | 97 | 98 | 101 | -3 |
| 5 | CC12C(=O)N(c3nccs3)C(=O)C1C1C=CC2C1 (stereo not drawn) | 92 | 95 | -0.2 | 94 | 96 | 99 | 94 | 8 |
| 6 | COC(=O)c1sc(N2CCN(c3ccc(Cl)cc3)CC2)nc1N | 94 | . | 0.0 | 104 | 92 | 96 | 110 | -4 |
| 7 | Cn1nccc1C(=O)Nc1ccn(C23CC4CC(CC(C4)C2)C3)n1 | 100 | 97 | 0.0 | 106 | 102 | 96 | 102 | 2 |
| 8 | O=[N+]([O-])c1cccc(/C=N/N2CCN(c3ccccn3)CC2)c1 | 97 | 90 | 0.3 | 92 | 91 | 86 | 100 | -2 |
| 9 | CCOc1cc(/C=C2\CN(CC)C/C(=C\c3ccc(O)c(OCC)c3)C2=O)ccc1O | 116 | 98 | 0.1 | 95 | 104 | 104 | 111 | 1 |
| 10 | CCOC(=O)C1=C(CN2CCN(C(=O)c3ccco3)CC2)NC(=O)NC1c1ccc(OC)cc1 (stereo not drawn) | 87 | 92 | -0.2 | 86 | 95 | 93 | 94 | -2 |
| 11 | COC(=O)CCc1c(C)c(C(=O)c2ccc(F)cc2)c2ccccn12 | 103 | 97 | -0.4 | 114 | 93 | 95 | 99 | 4 |
| 12 | CC(=O)Oc1ccc(C(=O)c2ccccc2)c(OC(C)=O)c1 | 97 | 94 | 0.2 | 84 | 102 | 91 | 102 | 5 |
| 13 | O=C(Nc1ccc(Cl)c(Cl)c1)C1CC(=O)N(c2ccc(Br)cc2)C1 (stereo not drawn) | 102 | 100 | 0.1 | 101 | 100 | 93 | 105 | -2 |
| 14 | CCCCN(C(=O)c1ccccc1F)c1c(N)n(CCC)c(=O)[nH]c1=O | 108 | 101 | -0.1 | 91 | 105 | 103 | 113 | -2 |
| 15 | Cc1ccc(-c2noc(C3CCCN(C(=O)c4ccc(C(C)(C)C)cc4)C3)n2)o1 (stereo not drawn) | 107 | 101 | 0.0 | 102 | 102 | 103 | 97 | 2 |
| 16 | Cc1ccc(S(=O)(=O)N2[C@@H](c3ccc(Cl)cc3)C(C(=O)O)=CC[C@H]2c2cccc(C)c2)cc1 | 83 | 80 | 0.0 | 103 | 95 | 90 | 96 | 3 |

Whole records from above. Order of screens: MEP2-GFP yeast, AGP1 TOR yeast, Efflux pump inh, LAP4 TOR yeast, RPL19A TOR yeast, CIT2 TOR yeast, CR mimetic SO, AHR activator
COc1ccc(-c2noc(C(C)NS(=O)(=O)c3ccc(NC(C)=O)cc3)n2)cc1 (stereo not drawn) is entered as 107, 100, 0.0, 97, 106, 99, 101, 3
O=C(Nc1ccon1)c1csc2ccccc12 is entered as 104, 98, 0.0, 109, 99, 98, 97, 2
